KCNQ1 inh = inhibitors of human KCNQ1 potassium channel; B-score at 10 µM; AID 2642; P51787; actives 1.3% (n = 310,000); CHO-K1 KCNQ1, FluxOR thallium flux fluorescence; active compounds read high;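 active = compounds whose thallium flux B-score, printed positive for inhibition, exceeds three library SD while starting fluorescence stays within three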;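 also: channel opened by potassium depolarization with thallium stimulus after 20 min compound exposure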
KCNK3 block = human KCNK3 channel inhibition, primary screen | O14649 | CHO-KCNK3 thallium flux, FluxOR fluorescence; active compounds read low | B-score at 10 µM | actives 0.84% (n = 340,000);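 active = B-score under library mean minus 4 SD, starting fluorescence ratio at most library mean plus 5 SD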;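 also: more negative B-score means stronger inhibition of thallium flux through KCNK3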
SKKanGAS inh = SKKanGAS growth inhibition; inhibition, % at 7.5 µM; S. pyogenes SKKanGAS, kanamycin growth, BacTiter-Glo, 6 h; actives 1.3% (n = 300,000);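 active = mean replicate score, as percent of positive control median, at least 50; inconclusive = mean below 50 but one replicate at or above 50; inactive = mean and every replicate below 50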;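 also: strain carries kanamycin resistance gene driven by streptokinase promoter and grows in 40 µg/ml kanamycin; loss of luminescence reflects streptokinase promoter inhibition or plain growth inhibition; 0% = median of DMSO wells and 100% = positive control at its reference dose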
KCNK9 block = blocks the human KCNK9 two-pore domain potassium channel | Q9NPC2 | HEK293 KCNK9, FluxOR thallium flux fluorescence; active compounds read low | B-score at 10 µM | actives 1.2% (n = 310,000);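 active = ratio B-score over 3 SD below the library mean, with starting fluorescence within 5 SD of its mean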;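 also: negative B-score means less thallium flux so channel inhibition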
TMEM16A act = activates or potentiates the mouse TMEM16A chloride channel. B-score at 10 µM. Q8BHY3. HEK293 TMEM16A/YFP-H148Q/I152L, iodide quench fluorescence; active compounds read low. actives 0.3% (n = 340,000);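 active = fluorescence-ratio B-score plate-corrected deviation score at least 3 library SD below zero, with starting fluorescence score within 5 deviations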;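 also: channel opened by trigger with iodide after compound preincubation; score built on the fluorescence ratio of max minus min over baseline; more negative score means more quench and so TMEM16A activation or potentiation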
Target sequence (Q8BHY3 whole entry, looked up): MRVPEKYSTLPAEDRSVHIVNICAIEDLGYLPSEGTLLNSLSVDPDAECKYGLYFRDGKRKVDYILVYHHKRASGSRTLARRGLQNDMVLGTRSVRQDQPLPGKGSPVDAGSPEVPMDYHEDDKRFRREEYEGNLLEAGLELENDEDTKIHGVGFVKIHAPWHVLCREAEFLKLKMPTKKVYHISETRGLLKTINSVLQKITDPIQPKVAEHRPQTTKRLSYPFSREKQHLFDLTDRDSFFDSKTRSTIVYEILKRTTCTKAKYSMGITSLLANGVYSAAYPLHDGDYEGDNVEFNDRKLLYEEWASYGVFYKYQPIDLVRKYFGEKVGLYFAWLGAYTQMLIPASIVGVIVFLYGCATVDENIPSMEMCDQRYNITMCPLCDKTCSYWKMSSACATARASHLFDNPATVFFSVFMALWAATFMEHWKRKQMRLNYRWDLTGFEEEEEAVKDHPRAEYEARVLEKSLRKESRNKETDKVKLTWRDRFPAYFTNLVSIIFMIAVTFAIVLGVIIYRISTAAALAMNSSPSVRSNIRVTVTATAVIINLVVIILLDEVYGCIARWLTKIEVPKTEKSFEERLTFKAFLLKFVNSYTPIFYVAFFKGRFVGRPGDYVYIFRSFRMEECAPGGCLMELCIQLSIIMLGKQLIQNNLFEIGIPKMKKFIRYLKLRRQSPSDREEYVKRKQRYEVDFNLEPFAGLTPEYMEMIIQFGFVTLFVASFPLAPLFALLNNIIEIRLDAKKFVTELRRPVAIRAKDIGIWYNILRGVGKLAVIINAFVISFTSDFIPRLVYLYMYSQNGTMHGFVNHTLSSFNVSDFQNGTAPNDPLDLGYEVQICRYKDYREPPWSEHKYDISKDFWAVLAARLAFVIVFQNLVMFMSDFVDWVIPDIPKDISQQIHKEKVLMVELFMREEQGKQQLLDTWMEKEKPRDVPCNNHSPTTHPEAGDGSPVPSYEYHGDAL
RGS4 pot = potentiators or activators of RGS4 | B-score at 10 µM | AID 463111 | HEK293 M3R/inducible RGS4, carbachol calcium flux Fluo4; active compounds read low | actives 0.92% (n = 310,000);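 active = B-score of the integrated calcium signal more than 4 SD below the library mean, with starting fluorescence not abnormally high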;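 also: negative B-score means reduced calcium response which marks RGS4 activation or potentiation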
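Reagent: ECmax carbachol challenge; Test system: M3R-expressing HEK293 line, RGS4 induced by doxycycline; Schedule: overnight RGS4 induction, 30 min dye load 37 °C, 20 min compound RT; Detection: calcium dye Fluo4 fluorescence; Read-out: Agonist-evoked peak-minus-minimum fluorescence over baseline, integrated ratio, B score.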
hERG protect = shields human hERG channel from block by proarrhythmic agents | CHO-hERG, FluxOR thallium flux, dofetilide IC70 present | AID 1511 | actives 0.51% (n = 310,000) | activation (rescue from dofetilide block), less the hit threshold, % at 10 µM;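 active = activation above the mean of controls blocked by dofetilide plus 5 SD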;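 also: thallium influx through hERG after potassium depolarization seen as dye fluorescence rise; in these data hits start at about 4.7%; inactives centre near -7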
TMEM16A inh = mouse TMEM16A channel inhibition, primary screen | HEK293 TMEM16A/YFP iodide influx fluorescence, ionomycin | normalized B-score (activity score, 25-100; higher = stronger inhibition) at 10 µM | actives 1.2% (n = 310,000) | AID 588511;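 active = ratio plate-corrected score three or more library SD toward inhibition, starting fluorescence score within five deviations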;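 also: score derived from kinetic fluorescence span divided by baseline fluorescence per well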
RGS4 block = human RGS4 inhibition | B-score at 10 µM | P49798 | HEK293 M3R/RGS4 inducible, Fluo-4 calcium flux; active compounds read high; triggered by carbachol at its EC20 | actives 0.45% (n = 310,000);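 active = B-score, a plate-corrected calcium signal, over three deviations above library mean, with baseline fluorescence within five deviations of library mean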;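 also: RGS4 expression induced by doxycycline in cells with stable M3 receptor; B-score is computed from the integrated fluorescence ratio over baseline after carbachol; higher B-score means a larger calcium signal and so more RGS4 inhibition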
Target sequence (P49798 whole entry, looked up): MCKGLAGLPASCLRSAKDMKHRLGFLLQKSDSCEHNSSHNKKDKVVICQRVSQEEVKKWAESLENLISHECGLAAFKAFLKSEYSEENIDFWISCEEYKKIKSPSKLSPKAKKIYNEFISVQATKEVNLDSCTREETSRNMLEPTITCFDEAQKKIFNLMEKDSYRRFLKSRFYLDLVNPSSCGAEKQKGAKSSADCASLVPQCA
KCNQ1 act = potentiates or activates the human KCNQ1 potassium channel; P51787; CHO-K1 KCNQ1, thallium flux FluxOR fluorescence; active compounds read high; B-score at 10 µM; actives 0.35% (n = 310,000);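 active = fluorescence ratio B-score, a plate-corrected score, at least three library SD, with initial intensity B-score within 5 SD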
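assay system = CHO-K1 cells stably expressing KCNQ1 | medium = assay buffer, equal DMSO in all wells | timing = 37 °C overnight plating, 90-min dark dye load, 20-min compound pretreatment | measured by = kinetic FluxOR thallium fluorescence, 10-s 1-Hz baseline, 110-s post-stimulus read | measure = fluorescence change relative to baseline, converted to B score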
HDAC3 inh = inhibitors of human histone deacetylase 3; O15379; recombinant HDAC3, fluorogenic peptide/trypsin coupled, fluorescence; inhibition, % at 8.3 µM; actives 0.15% (n = 320,000); AID 2718; in the data active = inhibition above about 26%, passing the limit was not always enough; inconclusive = no clear call, values can overlap the other calls
* marks the source's active call; other numbers are inactive results; i = inactive; ? = inconclusive; · = not tested or not shown.

SMILES	KCNQ1 inh	KCNK3 block	SKKanGAS inh	KCNK9 block	TMEM16A act	RGS4 pot	hERG protect	TMEM16A inh	RGS4 block	KCNQ1 act	HDAC3 inh
O=C(CCn1ccnc1)Nc1ccc2ccccc2c1	i	i	0.2	i	i	i	1.2	i	i	i	2.2
O=C(NCCCCO)c1ccc2c3c(cccc13)CC2	i	i	7.0	i	i	i	-15.4	i	i	i	-8.4
Cc1ccc(COc2ccc(/C=N/O)cc2)cc1	i	i	8.8	i	i	i	-6.5	i	i	i	-2.2
CN(C)CCn1c2c(c(SCC(=O)Nc3nccs3)nc1=O)CCCC2	i	i	2.9	i	i	i	-8.4	i	i	i	1.2
CC(C)(C)C(=O)Cn1ncc(N2CCOCC2)c(Cl)c1=O	i	i	-4.3	i	i	i	-6.1	i	i	i	1.6
Cc1cc(C)c(-c2cc(NC(=O)COC(=O)c3ccc(C#N)cc3)n(-c3ccccc3)n2)cc1C	i	i	24.6	i	i	i	-2.0	i	i	i	2.5
C=C(C)Cn1c(NCCC)nc2c1c(=O)n(C)c(=O)n2C	i	i	0.0	i	i	i	-2.0	i	i	i	-2.7
C/C=C(\C)C(=O)N1CC2(CC(c3cccc(NC(=O)CC(c4ccccc4)c4ccccc4)c3)=NO2)C[C@H]1C(N)=O (stereo not given in full)	i	·	7.8	i	·	i	-11.6	·	i	i	·
CCN=C1S/C(=C\c2cc(Br)ccc2OCC(=O)OCC)C(=O)N1CC	i	i	20.4	i	i	i	-5.5	i	i	i	2.0
O=C(N/C(=C\c1cccnc1)C(=O)N1CCOCC1)c1ccco1	i	i	-10.1	i	i	i	-6.2	i	i	i	-3.1
O=C(O)/C(=C\C(=O)c1ccccc1)Nc1ccccc1	i	·	-1.4	i	·	i	-8.8	i	i	i	3.0
C=CCC1(CC=C)CCCN1C(=O)c1cc(COc2cccc(C(F)(F)F)c2)on1	i	i	31.5	i	i	i	-11.5	i	i	i	15.7
COc1ccc(C(CC(=O)O)NC(=O)Cc2ccccc2)cc1 (stereo not given)	i	i	4.4	i	i	i	-10.7	i	i	i	4.1
Cc1cccc(NC(=O)CN2C(=O)S/C(=C\C(=O)Nc3ccc(Cl)cc3)C2=O)c1	i	i	-8.1	i	i	i	-4.1	i	i	i	?
O=C(CN1C(=O)CSc2ccc(C(F)(F)F)cc21)Nc1ccccc1	i	i	15.4	i	i	i	-2.4	i	i	i	-7.8
COc1ccccc1OCC(=O)NCCCN1CCOCC1	i	i	2.3	i	i	i	-2.3	i	i	i	-8.5
CC1Cn2c(nc3sc4c(c3c2=O)CCC4)N1CCO (stereo not given)	i	i	10.7	i	i	i	-10.1	i	i	i	-9.7
CCn1c(SCc2ccc(C(=O)OC)o2)nc2sc3c(c2c1=O)CCCC3	i	i	11.0	-7.86*	i	i	-5.8	i	i	i	-1.6
Cc1cccc(N(C(=O)CCC(=O)Nc2nccs2)C(C(=O)NC(C)(C)C)c2ccc(O)cc2)c1 (stereo not given)	i	i	-7.1	i	i	i	-14.3	i	i	i	-2.4
OC(COCc1ccccc1)CN1CCc2ccccc2C1 (stereo not given)	i	i	-8.2	i	i	i	-2.0	i	i	i	-2.3
CNc1c(NS(=O)(=O)c2ccc(OC)cc2)c(=O)oc2ccccc12	i	i	2.8	i	i	i	-5.0	i	i	i	1.7
COc1ccc(Cc2nnc(NC(=O)Nc3ccccc3OC)s2)cc1	i	i	-0.2	i	i	i	-3.0	i	i	i	1.3
O=S(=O)(c1cccs1)N1CCc2ccccc2C1	i	i	1.4	i	i	i	-4.9	i	i	i	?
COc1ccc(OC)c(N(CC(=O)NC2CC3CCC2C3)S(=O)(=O)c2ccccc2)c1 (stereo not given)	i	i	0.9	i	i	i	-10.1	i	i	i	7.5
O=S(=O)(c1ccc(F)cc1)n1ccc(-c2cccc(OCc3ccc(Cl)cc3Cl)c2)n1	i	i	0.8	i	i	i	-11.5	i	i	i	-0.4
CC(C)C(=O)N1CCN(c2ccccc2NC(=O)c2cccc(Cl)c2)CC1	i	i	-5.2	i	i	i	-3.3	i	i	i	-1.0
CN(C(=O)c1ccccc1OCc1ccc(Cl)cc1)c1ccccc1	i	i	4.8	i	i	-9.2*	-9.5	i	i	i	4.1
O=C(NCc1cccnc1)c1ccccc1NC(=O)c1c(F)cccc1F	i	i	-15.2	i	i	i	-10.3	i	i	i	0.5
COC(=O)CSc1[nH]c2ccc(F)cc2c1[N+](=O)[O-]	i	i	13.5	i	i	i	-7.5	i	19.1*	i	·
COc1ccc(C(=O)NC(C)CCc2ccccc2)cc1[N+](=O)[O-] (stereo not given)	i	i	4.1	i	i	i	-9.9	i	i	i	1.3
O=C(NNc1nc2c(F)cccc2s1)c1ccccc1	i	i	-7.2	i	i	i	-4.4	i	i	i	1.8
Cc1nn(C(C)C(=O)NCCN2CCCC2)c(=O)c2c1sc1ccccc12 (stereo not given)	i	i	-0.9	i	i	i	-4.5	i	i	i	-0.3
COc1ccc(S(=O)(=O)Nc2ccc(F)cc2)cc1N(C)S(=O)(=O)c1ccc(Cl)cc1	i	i	-11.9	i	i	i	-2.8	i	i	i	8.0
Cc1cc(C)n(-c2nc(N(C)C)nc(N3CCOCC3)n2)n1	i	i	2.0	i	i	i	-8.7	i	i	i	7.9
O=C(c1ccc(Br)o1)N(c1ccc(Br)cc1)C1C=CS(=O)(=O)C1 (stereo not given)	i	i	-0.1	i	i	i	-2.7	i	i	i	5.6
S=C(NCc1ccccc1)Nc1ccc2cn[nH]c2c1	i	i	5.1	i	i	i	-10.0	i	i	i	2.9
CCO[C@H]1OC(C(=O)O)=C[C@@H](C(C)(C)C)[C@@H]1CCCO	i	i	-3.9	i	i	i	-0.7	i	i	i	-1.6
CC(=O)N1CCN(C(=O)Nc2cccc(C(F)(F)F)c2)CC1	i	i	5.3	i	i	i	-9.2	i	i	i	2.0
Cc1cccc(NC(=S)N2CCN(c3ccccc3)CC2)c1	i	i	-0.2	i	i	i	-5.7	i	i	i	6.7
C/C(=N\Nc1ccc(Cl)cc1)c1ccccn1	i	i	-2.6	i	i	i	-11.9	i	i	i	-2.5
CNC(=O)c1c(NC(=O)c2ccco2)sc2c1CCC2	i	i	-0.9	i	i	i	-11.4	i	i	i	-0.3
CN(C)S(=O)(=O)c1cccc(NC(=O)c2ccc(Sc3nncn3C)c([N+](=O)[O-])c2)c1	i	i	-0.2	i	i	i	-12.3	i	i	i	-2.8
CCNc1ccc(C(=O)OCC(=O)NCc2ccc(C)cc2)cc1[N+](=O)[O-]	i	i	-6.7	i	i	i	-4.6	i	i	i	·
Nc1c(N(Cc2ccccc2)C(=O)COc2cccc(Cl)c2)c(=O)[nH]c(=O)n1Cc1ccccc1	i	i	15.4	i	i	i	-18.5	i	i	i	-4.2
N#Cc1cc[n+](CC(=O)c2ccc(NC(=O)c3ccccc3)cc2)cc1	i	i	-2.2	i	i	i	-3.6	i	i	i	·
Cn1c(SCC(=O)NC2CC2)nnc1C(F)(F)F	i	i	-3.0	i	i	i	-4.8	i	i	i	0.2
CCN1CCN(CCCNC(=O)C2c3ccccc3C(=O)N(c3ccc(OC)cc3)C2c2ccc(OC)cc2)CC1 (stereo not given)	i	i	1.8	i	i	i	-10.8	i	i	i	6.5
Fc1ccc(/C=C2\CCCC3=C2Nc2ncnn2C3c2ccc(F)cc2)cc1 (stereo not given)	i	-9.56*	64.0*	i	i	i	-13.8	i	i	i	-5.6
COc1ccc(C(=O)C2CCCN(S(=O)(=O)c3cccc(C)c3)C2)c(C)c1 (stereo not given)	i	i	-5.8	i	i	i	-7.2	i	i	i	4.4
O=C(Nc1ccccc1F)C1(c2ccccc2)CC1(Cl)Cl (stereo not given)	i	i	6.3	i	i	i	-4.2	i	i	i	3.9
COc1ccc(C23CC4CC(CC(C(=O)O)(C4)C2)C3)c(F)c1	i	i	-4.2	i	i	i	-6.0	i	i	i	-3.3
N#Cc1cccc(C#N)c1Oc1ccc(N)cc1	i	i	21.3	-6.82*	i	i	-4.2	i	i	i	-3.6
Cc1nc2sccn2c1-c1nc(-c2cc3ccccc3o2)cs1	i	i	11.0	-7.14*	i	i	-8.7	i	i	i	-1.2
COc1ccc2c(c1)c1ncn(CC3CCCO3)c(=O)c1n2C (stereo not given)	i	i	-2.7	i	i	i	-14.9	i	i	i	-72.6
COc1ccc(-c2nnc(NC(=O)c3ccccc3C)o2)cc1	i	i	33.5	i	i	i	-4.7	i	i	i	-6.1
Cc1cccc(NC(=O)CN2C(=O)S/C(=C\c3cccn3-c3cccc(C(=O)O)c3)C2=O)c1	i	i	28.6	i	i	i	2.7	i	i	i	1.8
CSc1ccccc1C(=O)N1CCCCC1	i	i	7.3	i	i	i	-6.1	i	i	i	-1.1
Cc1cccc2cc(C#N)c(N3CCN(C)CC3)nc12	i	i	-5.1	i	i	i	-11.7	i	i	i	-9.1
CC(C)[C@H](NC(=O)c1ccco1)C(=O)N(C)Cc1ccc(C(F)(F)F)cc1	i	i	-1.8	i	i	i	-7.0	i	i	i	2.3
O=C(c1ccc(CS(=O)c2ccccc2Cl)o1)N1CCOCC1 (stereo not given)	i	i	27.6	i	i	i	-7.1	i	i	i	-0.8

(listing goes on)
SMILES	KCNQ1 inh	KCNK3 block	SKKanGAS inh	KCNK9 block	TMEM16A act	RGS4 pot	hERG protect	TMEM16A inh	RGS4 block	KCNQ1 act	HDAC3 inh
C/C(=N\NC(=O)c1nnn(-c2nonc2N)c1-c1cccs1)c1cccnc1	i	i	-3.3	i	i	i	-3.1	i	i	i	1.7
O=C(OCCN1C(=O)c2ccccc2C1=O)c1ccc(S(=O)(=O)N2CCCCCC2)cc1	i	i	1.4	i	i	i	-14.0	i	i	i	-0.4
O=C(c1ccco1)N1CCN(c2nc3ccccc3c(=O)n2-c2ccccc2)CC1	i	i	-11.6	i	i	i	-9.8	i	i	i	-6.6
CCN(CC)C1CCCCC1NS(=O)(=O)c1ccc(Cl)cc1 (stereo not given)	i	i	-3.3	i	i	i	-5.5	i	i	i	-6.2
Cc1cccc(Cn2c(SCC(=O)Nc3ccccc3)nc3c2c(=O)[nH]c(=O)n3C)c1	i	i	5.2	i	i	i	-6.8	i	i	i	·
CCOc1cc(C=O)c(Br)cc1OC1CCCC1	i	i	6.5	i	i	i	-6.5	i	i	i	0.6
Cc1cccnc1NC(=O)C1COc2ccccc2O1 (stereo not given)	i	i	-3.7	i	i	i	-3.3	i	i	i	-0.6
CCCCC(=O)Nc1c2c(nn1-c1ccc([N+](=O)[O-])cc1)CS(=O)(=O)C2	i	i	-4.9	i	i	i	-8.3	i	i	i	2.6

High-throughput results (PubChem)

No enrichment for hits. Share with any hit: about 6.3%.
